MITF act: activators of MITF-driven TRPM1 promoter activity in SK-MEL-5 cells | SK-MEL-5 TRPM1-promoter luciferase, 24 h; % of positive control, neutral wells = 0 | activation, % at 12.5 µM | 0.75% of 300,000 active | AID 588334;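 active = mean activation of at least 80% with every replicate also reaching 80%; inconclusive = mean reaches 80% but some replicate falls short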;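 also: 0% = neutral control wells and 100% = parthenolide positive control wells; values of inactives mirror those of a sister screen read the other way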
E coli growth: bacterial growth inhibition, counter-screen for AddAB inhibitors. inhibition, % at 11.9 µM. 0.27% of 330,000 active. E. coli V3065 growth, OD600 absorbance, 18 h;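 active = inhibition above the campaign's mean inhibition across all tested compounds plus 3 SD, cut at about 9.9% in these data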;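 also: uninfected addAB+ strain grown without phage in ampicillin broth; 0% = DMSO wells and 100% = ciprofloxacin 0.95 µg/ml wells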
SR-BI DiI inh: inhibitors of mouse SR-BI mediated HDL lipid uptake; Q61009; ldlA[mSR-BI] CHO cells, DiI-HDL uptake fluorescence, 3 h; inhibition, % at 12.5 µM; 0.96% of 320,000 active;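 active = mean replicate inhibition of at least 70% and a set share of replicates each scoring 70 or more; inconclusive = meets just one of the two criteria; inactive = fails both criteria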;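 also: 0% = median of neutral control wells and 100% = median of positive control wells; values of inactives mirror those of a sister screen read the other way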
Target sequence (Q61009 whole entry, looked up): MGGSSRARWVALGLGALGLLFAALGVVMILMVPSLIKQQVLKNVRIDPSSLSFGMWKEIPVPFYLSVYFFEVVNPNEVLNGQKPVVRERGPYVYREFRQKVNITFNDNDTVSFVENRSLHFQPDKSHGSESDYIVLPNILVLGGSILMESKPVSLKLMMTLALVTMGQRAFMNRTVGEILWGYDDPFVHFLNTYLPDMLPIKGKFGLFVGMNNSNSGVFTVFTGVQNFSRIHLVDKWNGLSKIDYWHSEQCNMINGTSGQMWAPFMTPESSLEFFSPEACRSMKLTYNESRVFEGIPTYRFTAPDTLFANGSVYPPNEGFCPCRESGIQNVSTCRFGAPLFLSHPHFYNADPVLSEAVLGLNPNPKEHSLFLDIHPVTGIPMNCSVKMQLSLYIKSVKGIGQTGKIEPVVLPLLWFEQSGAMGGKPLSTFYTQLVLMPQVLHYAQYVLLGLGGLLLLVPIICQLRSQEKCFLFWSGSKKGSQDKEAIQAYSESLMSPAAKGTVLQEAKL
phage Ecoli inh: E. coli growth loss with phage present; growth absorbance; inhibition, % at 11.9 µM; 0.26% of 360,000 active; AID 651602; in the data active = inhibition above about 11%
SR-BI DiI-HDL act: activators of SR-BI mediated HDL lipid uptake. CHO ldlA[mSR-BI] cells, DiI-HDL uptake fluorescence, 3 h; 100 = double the neutral-control signal. activation, % at 12.5 µM. 0.096% of 320,000 active;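 active = mean replicate activation of at least 60% and every replicate at or above 60%; inconclusive = mean or all-replicate condition met, but not both; inactive = mean below 60% and not all replicates reaching 60%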;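 also: 0% = median plate neutral-control signal and 100% = twice that signal; values of inactives mirror those of a sister screen read the other way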
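System: LDL receptor-deficient CHO ldlA cells overexpressing murine SR-BI | Timing: 3 h uptake period with compound, 37 °C | Medium: HEPES-buffered (25 mM, pH 7.4) F12 plus 0.5% BSA | Dosing: Single-point compound dose | Signal: Bottom-read fluorescence, 550/595 nm | Read-out: Retained DiI signal reflecting DiI-HDL uptake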
Wnt act: Wnt/beta-catenin pathway activation. AID 743398. 1.2% of 300,000 active. activation, % at 9.35 µM. Wnt/beta-catenin reporter cell assay, activator, plate reader; in the data active = activation above about 30%, passing the limit was not always enough; inconclusive = no clear call, values can overlap the other calls;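 also: 0% = neutral control wells and 100% = positive control wells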
CAL PDZ FP-1: blocks peptide binding to human CAL PDZ domain | purified CAL PDZ, TMR-peptide fluorescence polarization, 1 h | AID 504414 | inhibition, % at 20 µM | Q9HD26 | 0.02% of 330,000 active;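 active = highest replicate inhibition of at least 40%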;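 also: plate controls were DMSO neutral control wells for no effect and unlabeled competitor peptide control wells for full effect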
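Control set: unlabelled peptide and DMSO controls / Material: purified CerCALP PDZ construct / Timing: 1 h incubation at room temperature before polarization reading / Doses: 20 µM, one dose / Detection: fluorescence polarization (mP)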
AddAB inh: less growth of phage-infected E. coli with AddAB; E. coli expressing H. pylori AddAB, absorbance growth; inhibition, % at 11.9 µM; AID 435030; 0.29% of 330,000 active; in the data active = inhibition above about 12%;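 also: 0% = vehicle wells of infected cells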
Tat export inh: blocks Tat-dependent protein export in E. coli; E. coli MC4100 TorA-mCherry Tat export, fluorescence; inhibition, % at 10 µM; 0.036% of 340,000 active;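 active = mean replicate inhibition at least 50% and at least half of replicates individually reaching 50%; inconclusive = only one of the two criteria met; inactive = neither criterion met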;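 also: exported cargo escapes ClpAP degradation while cytoplasmic cargo is degraded and loses fluorescence; 0% = median of neutral control wells and 100% = median of NaSCN control wells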
CAL PDZ FP-2: inhibitors of human CAL PDZ peptide binding; 0.92% of 300,000 active; inhibition, % at 24.9 µM; Q9HD26; AID 602252; purified CAL PDZ, TMR-peptide fluorescence polarization, 1 h;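 active = mean inhibition of at least 30% with at least half of replicates also reaching 30%; inconclusive = no clear call, values can overlap the other calls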;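 also: 0% = DMSO neutral control and 100% = excess unlabeled competitor peptide PRC23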
* = called active by the depositor; ? = inconclusive; . = not tested or not shown.

no.	Compound	MITF act	E coli growth	SR-BI DiI inh	phage Ecoli inh	SR-BI DiI-HDL act	Wnt act	CAL PDZ FP-1	AddAB inh	Tat export inh	CAL PDZ FP-2
1	COc1ccc(NC(=O)CSc2ccc3nnc(-c4ccccn4)n3n2)cc1OC	0	-0.8	-5	1.6	5	-1	-1.1	-0.6	-12	-1
2	Cc1cnc(C(=O)OCC(=O)NCCCc2ccccc2)cn1	3	-0.8	-4	4.1	4	12	-2.5	-1.4	6	-1
3	CC(C)(C)N1CSC(=S)N(Cc2ccccc2)C1	-13	2.6	-3	1.5	3	1	0.7	4.3	-13	-1
4	C[C@@]12C(=O)N(CC3CC3)CC(=O)N1[C@H](C1CC1)[C@@H]1C(=O)N(c3ccccc3)C(=O)[C@@H]12	-1	0.2	-17	0.2	17	-2	-1.6	1.3	-8	-2
5	Cn1c(NC(=O)c2ccc(F)cc2)nc2ccccc21	15	.	-4	-2.8	4	13	-3.9	.	-11	.
6	COc1cc(OC)c(S(=O)(=O)N2CCN(C(=O)c3ccco3)CC2)cc1NC(C)=O	-10	0.7	-11	2.0	11	0	0.5	2.1	-3	.
7	COC(=O)c1cc(-c2ccccc2)nc2nc(SC)[nH]c(=O)c12	-5	0.4	-15	3.1	15	-1	-1.8	-0.4	11	-1
8	COc1ccccc1N1CCN(C(CNS(C)(=O)=O)c2cccnc2)CC1 (centres undefined)	-1	1.1	2	5.6	-2	0	-3.0	2.0	1	-3
9	CC(C)NC(=S)N/N=C/c1sc(N2CCCCC2)nc1-c1cccs1	37	0.1	29	1.4	-29	.	1.6	3.5	-2	-3
10	Cc1onc(-c2c(F)cccc2Cl)c1C(=O)OCC(=O)Nc1c(C)n(C)n(-c2ccccc2)c1=O	-9	-0.7	4	-1.3	-4	.	-2.8	-1.1	-7	-2
11	Cn1c(CSCCOc2ccccc2)n[nH]c1=S	.	-1.9	21	1.6	-21	1	0.1	1.1	4	.
12	O=C(N/N=C/c1c(O)n(Cc2ccccc2)c(=O)c2ccccc12)c1cccnc1	-18	11*	-11	15*	11	-2	-1.8	6.4	-1	0
13	Cc1ccc(/C=N/n2c(-c3ccccn3)n[nH]c2=S)o1	20	0.2	-6	2.1	6	-2	0.7	1.6	-5	-4
14	COc1cccc([C@@H]2Oc3ccc(OC)cc3C(=O)[C@H]2O)c1	42	-1.4	11	.	-11	.	-1.4	1.0	6	-1
15	CN(C/C=C/c1ccccc1[N+](=O)[O-])Cc1ccccc1	0	-1.4	-21	2.6	21	2	0.2	1.4	?	-1
16	O=C(COc1ccc2oc(-c3ccccc3)cc(=O)c2c1)NCc1ccco1	49	-1.4	13	.	-13	.	-0.3	6.2	-13	-1
17	O=C(CNC(=S)N(CCCN1CCOCC1)Cc1cccs1)NCc1ccccc1Cl	0	0.3	-7	7.7	7	-1	-0.6	1.9	14	-6
18	OCCC1CN(Cc2cccn2-c2cccnc2)CCN1Cc1ccc(F)cc1 (centres undefined)	5	-0.5	-21	2.9	21	.	-1.0	3.2	1	-5
19	CC(=O)N1CCOc2ccc(S(=O)(=O)NC[C@H]3O[C@@H](n4ccc(=O)[nH]c4=O)[C@H](O)[C@@H]3O)cc21	-6	.	-30	3.6	30	-1	-0.7	.	-2	-6
20	CCOC(=O)N1CCN(C(=O)CSc2nc(=O)n3cc(C)ccc3n2)CC1	-5	1.4	-1	3.5	1	-2	-2.3	6.0	-7	0
21	CS(=O)(=O)N(CC(=O)NCc1ccc2c(c1)OCO2)C1CCCCC1	-2	1.6	43	4.0	-43	-6	0.0	4.6	-3	-4
22	CC1CN(C(c2cccs2)c2sc3ncnn3c2O)CC(C)O1 (centres undefined)	.	-2.0	-26	1.2	26	-6	-0.1	-0.8	-1	-5
23	CCC12CCC3c4ccc(O)cc4CCC3C1CC(O)C2O (centres undefined)	-9	.	10	1.1	-10	7	-1.0	.	-5	5
24	O=C(Nc1cccc2ccccc12)c1onc2c1CCCC2	48	-2.1	15	.	-15	21	-3.9	1.8	2	-2
25	COc1cc(/C=C2\SC(=O)N(c3cccc(Cl)c3)C2=O)cc([N+](=O)[O-])c1O	-8	.	2	0.5	-2	-14	-0.7	.	11	4
26	CN1CCN(S(=O)(=O)c2ccc3c(c2)OCCO3)CC1	0	2.3	-3	3.3	3	.	0.1	2.1	-9	-3
27	COc1cc(-c2nnc(CSc3nnc(N)s3)o2)cc(OC)c1OC	-3	-0.3	-21	0.1	21	-4	-0.5	1.9	-7	-5
28	COC(=O)C1=C(C)N(CCC2=CCCCC2)C(=O)C1	1	-2.1	13	1.9	-13	.	.	0.1	-11	1
29	N/C(=N\OC(=O)c1ccc2c(c1)OCO2)c1ccc(Cl)cc1	106*	-0.4	10	2.1	-10	-2	0.6	1.0	-8	2
30	CC1Cc2ccccc2N1C(=O)COC(=O)c1ccc(N(C)C)cc1 (centres undefined)	13	0.2	3	0.3	-3	-6	0.3	-2.2	-8	-7
31	CCCN1CCN(CC(=O)Nc2nnc(C)s2)CC1	.	1.7	-5	-0.4	5	-1	0.3	2.5	0	4
32	COCCCNc1c2c(nc3nnnn13)CCCC2	0	-0.8	-17	3.1	17	-4	-0.6	-0.8	6	4
33	CCC(=O)Nc1cccc(Br)c1	-1	2.7	-6	3.1	6	0	-1.7	1.6	-7	-2
34	Cc1ccc(OCCNC(=O)Cc2ccc(F)cc2)cc1	-5	-0.5	-3	5.0	3	0	-0.2	-0.2	-9	.
35	Cc1cc(Oc2nc3c(C)cccn3c(=O)c2/C=C(\C#N)S(=O)(=O)c2ccc(Cl)cc2)ccc1Cl	-12	1.0	-19	-0.7	19	.	-0.8	4.8	?	-2
36	COc1ccc(NC(=O)CC2C(=O)N(c3ccc(F)cc3)C(=S)N2NC(=O)c2ccc(Cl)cc2)cc1 (centres undefined)	2	-0.5	-2	1.5	2	.	-3.1	2.4	-2	-2
37	CC1CCN(CC(O)COc2ccc(C(=O)c3ccccc3)cc2)CC1 (centres undefined)	3	-1.2	.	0.1	.	0	-0.6	2.4	-5	-1
38	CCOc1ccc(NC(=O)NC(C)c2ccc3c(c2)OCO3)cc1 (centres undefined)	-9	-0.9	-33	1.1	33	0	-1.6	0.2	-9	0
39	CCn1c2ccccc2c2cc(Nc3cc(C)nc4ncnn34)ccc21	-57	-2.5	29	1.1	-29	-21	0.8	-0.7	11	.
40	CCOc1ccccc1-n1c(=S)sc2c(=O)n(-c3ccc(C)cc3)c(=S)[nH]c21	-6	0.5	-22	2.7	22	-6	-1.2	0.2	-4	2
41	CN(Cc1ccon1)C(=O)CC1C(=O)NCCN1CC(C)(C)C (centres undefined)	0	1.3	-5	4.5	5	-1	-0.2	3.9	1	0
42	COc1ccc(CN2CCN(Cc3ccc4ccccc4c3)CC2)cc1OC	-1	-1.8	-7	-6.1	7	-2	.	-2.4	-3	-3
43	O=C(CC1NCCNC1=O)Nc1ccc([N+](=O)[O-])cc1 (centres undefined)	13	0.2	-5	3.4	5	2	-0.4	2.4	1	1
44	OC1CCN(Cc2cn(Cc3ccccc3)nc2-c2cc3ccccc3o2)CC1	3	-1.0	-23	3.1	23	-1	-1.4	-0.8	1	6
45	CCOc1ccc(CCNC(=O)CN2C(=O)c3cccnc3Oc3ccc(Cl)cc32)cc1	-13	-1.2	56	-1.3	-56	0	-3.4	4.9	-4	-4
46	CC(C)COC(=O)C1C2C=CC3(CN(C(C)c4ccc(Br)cc4)C(=O)C13)O2 (centres undefined)	8	-1.5	-1	2.3	1	-1	-1.2	2.2	3	-2
47	Cc1ccc(N2C(=O)Cc3ccccc3C2=O)cc1	-7	1.8	.	-0.1	.	-2	-4.6	3.9	3	-2
48	CC(=O)Nc1ccc(S(=O)(=O)N2CCC(C(=O)NCCC(=O)NCc3ccncc3)CC2)cc1	2	0.7	-9	2.4	9	-3	-0.2	-0.1	5	2
49	C/C=C/Cn1c(Br)nc2c1c(=O)[nH]c(=O)n2C	-6	-0.4	-14	.	14	-2	-0.4	-1.4	1	-2
50	CC(Sc1nnc(COc2ccc(Cl)cc2)n1Cc1ccco1)C(=O)N1CCNC1=O (centres undefined)	29	-3.3	9	1.3	-9	-2	-1.9	-0.1	6	-5

Following part.
no.	Compound	MITF act	E coli growth	SR-BI DiI inh	phage Ecoli inh	SR-BI DiI-HDL act	Wnt act	CAL PDZ FP-1	AddAB inh	Tat export inh	CAL PDZ FP-2
51	CCN(CC)S(=O)(=O)c1ccc(NCCCn2ccnc2)c([N+](=O)[O-])c1	-8	0.7	7	1.7	-7	-2	-2.7	1.2	-9	.
52	COc1ccc(-c2csc(NC(=O)c3cccc(N4C(=O)CCC4=O)c3)n2)cc1OC	-9	-1.4	72*	2.4	-72	3	-1.0	-1.4	4	-5
53	COc1cc(CN2CCC(CO)(CCOc3ccccc3)CC2)cc(OC)c1OC	19	-1.1	-32	5.4	32	-2	-4.3	1.6	2	-4
54	CSc1ncc(Cl)c(C(=O)Nc2nnc(SC)s2)n1	-3	-0.4	-5	3.0	5	.	-1.5	4.1	-4	-1
55	COc1cc2c(c3oc(-c4ccccc4)cc(=O)c13)C=CC(C)(C)O2	4	1.2	-3	1.3	3	-2	-2.8	0.8	9	0
56	Cc1cc(C)cc(C(=O)NCC(=O)N2CCC3(CC2)NCCc2[nH]cnc23)c1	-4	-2.8	-7	2.6	7	0	-2.7	0.9	-6	-4

Compound activity as filed in PubChem.

Compounds were not picked by outcome; 3.6% or so of the library scored in one or more.
